PV pol inh: inhibitors of poliovirus RNA polymerase binding and polymerization; hit rate 0.66% among 150,000; % elongation, % (compound at 16.7 µg/mL); poliovirus polymerase elongation, fluorescence polarization; hits give low values; P03300; in the data active = % elongation below about 90%; note: some results filed as inactive read as strong as hits
Target sequence (P03300 1749-2209 limits assumed): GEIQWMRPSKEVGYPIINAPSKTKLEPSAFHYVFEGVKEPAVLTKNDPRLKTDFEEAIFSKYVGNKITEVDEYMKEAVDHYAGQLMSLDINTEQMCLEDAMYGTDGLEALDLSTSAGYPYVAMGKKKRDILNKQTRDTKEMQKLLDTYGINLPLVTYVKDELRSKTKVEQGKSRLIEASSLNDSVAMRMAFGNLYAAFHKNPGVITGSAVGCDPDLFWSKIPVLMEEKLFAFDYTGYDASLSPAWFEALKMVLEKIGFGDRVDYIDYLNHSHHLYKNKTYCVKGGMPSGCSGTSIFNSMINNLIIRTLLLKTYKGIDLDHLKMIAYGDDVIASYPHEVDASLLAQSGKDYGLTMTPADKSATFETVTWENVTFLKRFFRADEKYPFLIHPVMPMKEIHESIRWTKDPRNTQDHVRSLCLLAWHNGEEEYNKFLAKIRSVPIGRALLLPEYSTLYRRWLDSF
PV pol inh FP z-score: also measured in PV pol inh; calls as there; z-score; measured here: FP z-score; hits read low
An asterisk follows results filed as active.

canonical_smiles | PV pol inh | PV pol inh FP z-score
O=C(CCCN1C(=O)S/C(=C/c2ccccc2)C1=S)NC12CC3CC(CC(C3)C1)C2 | 101 | -0.2
O=C(c1ccco1)N1CCN(c2c3c(nc4nncn24)CCC3)CC1 | 101 | -0.6
COc1cc2c(cc1OC)C(COc1ccccc1OC)N(C(=O)c1ccccc1OC)CC2 (stereo not given) | 111 | 0.7
CCOCc1cc(C)[nH]n1 | 105 | 1.2
CCn1c(=O)cc(SCC(=O)Nc2cccnc2)c2ccccc21 | 99 | -1.8
NC(=S)c1cc2ccc(O)cc2oc1=O | 103 | 0.4
CC(C)Cc1nn2c(=O)cc(COC(=O)c3cccc(NC(=O)c4cccs4)c3)nc2s1 | 108 | 0.3
CCc1ccc(NC(=O)CSc2nc(=O)n(CCN3CCOCC3)c3c2CCC3)cc1 | 104 | 0.5
COC(=O)c1ccc(Oc2nc(OC)nc(N(C)C)n2)cc1 | 99 | -0.7
CCc1nn2c(=O)c(S(=O)(=O)Nc3cccc(F)c3)c(C)nc2s1 | 104 | -0.1
O=C(Nc1ccccc1)c1cc(=O)[nH]c2ccccc12 | 103 | 0.2
CCc1ccc(C(=O)N2CCCC2)s1 | 100 | -0.2
O=C(NCC1CCCCC1)c1ccc(F)c(S(=O)(=O)N2CCOCC2)c1 | 103 | -0.4
CCOc1ccccc1NC(=O)Cn1c(=O)n(-c2cccc(C)c2)c(=O)c2c1c1cc(OC)ccc1n2C | 108 | 0.7
OC(Cc1ccccc1)(c1ccccc1)c1ccccc1N=Cc1ccc2c(c1)OCO2 (stereo not given) | 105 | 0.3
Cc1cc(C(=O)Nc2ccc3c(c2)-c2ccccc2C3)no1 | 104 | 0.2
Cc1ccc(Nc2c(-c3cccc(Cl)c3)nc3cccc(C)n23)cc1 | 107 | -0.4
CC(C)CNS(=O)(=O)c1cc(C(=O)O)c(Cl)cc1Cl | 97 | -0.2
O=C(Cn1c(=O)sc2ccccc21)OC(C(=O)c1ccccc1)c1ccccc1 (stereo not given) | 106 | 0.2
CCc1cccc(C)c1NC(=O)Cn1nc(C)n2cccc2c1=O | 108 | 0
Cc1cccc(N2CCN(Cc3ccccc3F)CC2)c1C | 97 | -0.3
Cc1cc(C)cc(NC(=O)C2CCC(CNS(=O)(=O)c3ccc4c(c3)C(C)(C)C(=O)N4C)CC2)c1 (stereo not given) | 104 | -0.2
O=C(COc1ccccc1Cl)Nc1nnc(S(=O)(=O)N2CCCCCC2)s1 | 110 | 0.5
Cc1cc2cc(CNC(=O)C3CCCCC3)ccc2[nH]1 | 102 | 0.2
COc1ccccc1NC(=O)C1CCCC1 | 95 | -0.9

As entered above:
For PV pol inh, `OC(Cc1ccccc1)(c1ccccc1)c1ccccc1N=Cc1ccc2c(c1)OCO2` (stereo not given) shows 105
For PV pol inh, `O=C(NCC1CCCCC1)c1ccc(F)c(S(=O)(=O)N2CCOCC2)c1` shows 103
For PV pol inh FP z-score, `CCc1ccc(NC(=O)CSc2nc(=O)n(CCN3CCOCC3)c3c2CCC3)cc1` shows 0.5
For PV pol inh, `O=C(c1ccco1)N1CCN(c2c3c(nc4nncn24)CCC3)CC1` shows 101
For PV pol inh FP z-score, `CC(C)CNS(=O)(=O)c1cc(C(=O)O)c(Cl)cc1Cl` shows -0.2
For PV pol inh FP z-score, `NC(=S)c1cc2ccc(O)cc2oc1=O` shows 0.4

The listing picks up, repeating the 3 entries before the break.
canonical_smiles | PV pol inh | PV pol inh FP z-score
O=C(COc1ccccc1Cl)Nc1nnc(S(=O)(=O)N2CCCCCC2)s1 | 110 | 0.5
Cc1cc2cc(CNC(=O)C3CCCCC3)ccc2[nH]1 | 102 | 0.2
COc1ccccc1NC(=O)C1CCCC1 | 95 | -0.9
Cc1cc(NC(=O)CCCCCN2CCOCC2)no1 | 103 | 0.5
Cc1cccc(C(=O)Nc2ccc3oc(-c4cccc5c(Br)cccc45)nc3c2)c1 | 105 | 0.3
CCOc1ccc(CNC(=O)Cn2ccc3cc(S(=O)(=O)N4CCCCCC4)ccc32)cc1 | 107 | -0.2
CCN1C(=O)c2ccc(C(=O)Nc3ccc(C(=O)O)cc3)cc2C1=O | 99 | -0.5
CCNC(=O)N(C)Cc1nc(-c2ccc(OC)cc2)no1 | 103 | 0.5
O=C(CC12CC3CC(CC(C3)C1)C2)Nc1ccc(-c2nc3ncccc3o2)cc1 | 102 | 0.7
O=C(c1ccc(Br)s1)N(Cc1cccnc1)c1nc2ccc(F)cc2s1 | 102 | -1.1
CCC1=Nc2cc(C(=O)NCCCN3CCOCC3)ccc2Sc2ccc(Br)cc21 | 100 | -0.8
COc1ccc(NC(=O)CCc2c(C)noc2C)cn1 | 104 | 0
c1cc(C2OCC3(CO2)COC(c2ccncc2)OC3)ccn1 (stereo not given) | 97 | -1.7
COc1ccc(Nc2nc(SC)nc(-c3ccccc3)c2C#N)cc1OC | 101 | -0.5
COc1ccc(NCc2cccn2-c2nnc(N3CCOCC3)s2)cc1OC | 107 | 0.1
CCCCc1nn2c(=O)cc(COC(=O)COc3ccc(C)cc3)nc2s1 | 108 | 0.4
NC(=O)C1CCN(c2ccnc3cc(Cl)ccc23)CC1 | 101 | -0.2
CC1(C)C=C2C(=NN(c3ccccc3)C(N)=C2C#N)CO1 | 98 | -1.2
CC(C)NC(=O)c1ccccc1NC(=O)c1nsc2ccccc12 | 107 | 0
Cc1cc(C)c(NC(=O)C(C)n2nnc3sc(-c4ccccc4)cc3c2=O)c(C)c1 (stereo not given) | 112 | 0.9
Cc1ccc(NC(=O)CSc2nc3ccccc3n2CC(=O)N(C)C2CCCCC2)cc1C | 109 | 0.6
Cc1nn(-c2ccccc2)c(-n2cccc2)c1C(=O)NC(C)c1ccc2c(c1)OCCO2 (stereo not given) | 101 | -0.3
CCN(CC)CC(=O)Nc1nc2ccc(OC)cc2s1 | 100 | -0.3
N#CCCn1cc(C(=O)O)c(-c2ccc(Cl)cc2)n1 | 106 | 1.8
FC(F)(F)COc1nc(N2CCOCC2)nc(N(c2ccccc2)c2ccccc2)n1 | 100 | 0.1
CC(=O)c1ccc(NC(=O)c2cc3sccc3n2Cc2ccc(Cl)cc2)cc1 | 105 | 0
Cc1ccc(C(C(=O)O)N2Cc3ccccc3C2=O)cc1 (stereo not given) | 99 | -0.5
Cc1ccc(SCc2cn3cccnc3n2)cc1 | 103 | 0.3

Following part:
canonical_smiles | PV pol inh | PV pol inh FP z-score
CCCN(CCC)S(=O)(=O)c1ccc(C(=O)NCc2ccc3c(c2)OCO3)cc1 | 108 | 0.6
CC(C)(C)NC(=O)Cn1nnc(-c2cccc(C(F)(F)F)c2)n1 | 102 | -0.1
Cc1ccccc1OCC(=O)Nc1cccc(N2C(=O)c3ccccc3C2=O)c1 | 102 | -0.2
COc1ccccc1C(=O)N(Cc1ccccc1F)C1CCS(=O)(=O)C1 (stereo not given) | 102 | 0.1
N#Cc1cccc(NC(=O)Nc2cccs2)c1 | 101 | -0.5
O=C(O)c1cc(=O)c2cc(Br)ccc2o1 | 106 | 0.2
CCC(=O)c1cc2c(cc1NC(=O)c1cccc(Cl)c1)OCCO2 | 101 | 0.1
Nc1nc2ccc3c(c2s1)CCCC3 | 103 | 0.4
COc1cc(/C=C2/C(=N)N3N=C(c4ccccc4C)SC3=NC2=O)ccc1OC(=O)c1ccco1 | 105 | 1.2
OC(CNc1nc(C(F)(F)F)nc2ccccc12)c1ccccc1 (stereo not given) | 101 | 0
CCCS(=O)(=O)c1nc2ccccc2n1CCN1CCOCC1 | 104 | 0.6
COc1ccc(NC(=O)NC(C)c2c(-n3cccc3)sc3c2CCN(C)C3)c(OC)c1 (stereo not given) | 106 | -0.6
CN1CCC(O)(c2cccs2)C(C(=O)c2cccs2)C1 (stereo not given) | 101 | -0.5
Cc1ccc2cccc(NC(=O)c3ccc(-c4cccc([N+](=O)[O-])c4)o3)c2n1 | 102 | -0.8
COCN(C#N)c1nc(OC)nc(OC)n1 | 101 | 0.4
COc1ccc(N2CCN(S(=O)(=O)c3ccc4c(c3)CCCN4C(C)=O)CC2)cc1 | 111 | 1
COc1ccc(NC(=O)Cn2c(=O)n(-c3cccc(C)c3)c(=O)c3c2c2cc(C)ccc2n3C)cc1OC | 110 | 1.3
CCCNC(=O)CSc1nc2sc(C)c(C)c2c(=O)n1C1CCCC1 | 105 | 0
Oc1oc(-c2ccco2)nc1/C=N/c1ncn[nH]1 | 96 | -1
O=C1C2C3C=CC(C3)C2C(=O)N1CCO (stereo not given) | 105 | 1.1
O=C(Cn1ncc2ccsc2c1=O)N1CCN(c2ccc(Cl)cc2)CC1 | 101 | -1.1
N#Cc1ccccc1CO/N=C(\N)c1nonc1N | 101 | -0.2
CCc1ccc2ncc(S(=O)(=O)c3ccccc3)c(N3CCCC3)c2c1 | 103 | 0.2
CCCn1c(=O)c2sccc2n2c(CCCC(=O)Nc3ccc(Oc4ccccc4)cc3)nnc12 | 124 | 1
COC(=O)CSC(=S)N1C(C)CCCC1C (stereo not given) | 106 | 0.6

Other records:
canonical_smiles | PV pol inh | PV pol inh FP z-score
CC(=O)Nc1ccc(S(=O)(=O)N2CCN(c3nc4ccccc4s3)CC2)cc1 | 102 | -0.1
COc1cccc(CNC(=O)C2CCCN(S(=O)(=O)c3ccc4c(ccn4C)c3)C2)c1 (stereo not given) | 109 | 0.8
NC(=O)CSc1nnc(C2CC2)n1Cc1ccccc1 | 100 | -0.7
CC1CN(C(=O)N2CCC(C(=O)NCc3cccs3)CC2)c2cc(Cl)ccc2O1 (stereo not given) | 103 | -0.7
O=C(Cn1cnc(S(=O)(=O)N2CCCCC2)c1)N1CCC(Cc2ccccc2)CC1 | 102 | 0.5
CCC1CCc2nc3sc(C(=O)Nc4cccc(F)c4)c(N)c3cc2C1 (stereo not given) | 112 | 0.2
CCN1C(=O)CC(NCc2ccc3c(c2)OCO3)C1=O (stereo not given) | 102 | 0.9
COc1ccc(NS(=O)(=O)c2cc3[nH]c(=O)c(=O)[nH]c3cc2C)cc1OC | 100 | -0.4
Cc1cc(-c2csc(-c3ccccn3)n2)c(C)n1Cc1ccco1 | 101 | 0
COc1ccc2c(Sc3ccccc3)c(C(=O)NCc3cccc(OC)c3OC)[nH]c2c1 | 108 | 0.2
Cc1c(C(=O)Nc2ccncc2)cc(-c2ccccc2)n1CCCN1CCOCC1 | 102 | 0.1
O=C(OCCO)c1cc(Cl)c(C(=O)OCCO)cc1Cl | 104 | 1.1
N#Cc1ccc(Sc2ccc(Cl)cc2)nc1 | 104 | 0.1
CC(C)=CC(=O)N1CCCc2ccccc21 | 99 | -0.3
O=C(Oc1ccc(-c2nnco2)cc1)c1cc(-c2ccccc2)nn1-c1ccccc1 | 98 | -0.3
CN(C)c1ccc(/C=C/C(=C(C#N)C#N)C2CC2)cc1 | 106 | 1.8
CCOc1ncccc1C(=O)Nc1cc(Cl)ccc1N1CCOCC1 | 100 | -0.3
CC(C)N(C(=O)CSc1ccccc1Cl)c1ccccc1 | 101 | -0.4
Cc1nnc(NC(=O)CSc2nc3c([nH]c4ccccc43)c(=O)n2-c2ccccc2)s1 | 99 | -1.8
CC(C)(O)CC[C@@H](O)[C@](C)(O)C1CC[C@@]2(O)C3=CC(=O)C4CC(O)C(O)CC4(C)C3CCC12C (stereo not given in full) | 101 | 0.2
CCCn1c(=O)c2sccc2n2c(CCCC(=O)N3CCN(c4ccc(OC)cc4)CC3)nnc12 | 106 | -1
COC(=O)c1cccnc1-n1c(=O)c2cccnc2n(CC(=O)Nc2cccc(C)c2)c1=O | 109 | 1.2
O=C(c1cccc(Cl)c1)N1CCNCC1 | 104 | -0.2
CCC(=O)N1N=C(c2c(-c3ccccc3)c3cc(Cl)ccc3[nH]c2=O)CC1c1ccco1 (stereo not given) | 102 | 0.8
NC(=O)c1ccsc1NC(=O)CSc1nc(-c2ccccc2)cs1 | 99 | -0.3

The list goes on:
canonical_smiles | PV pol inh | PV pol inh FP z-score
CN1CCC(=NNC(=O)CCSc2ccc(Cl)cc2)CC1 | 101 | 0.3
CCOC(=O)c1cc(-c2ccccc2)n(CCC(=O)O)c1C | 103 | 0.7
O=C1CN(C(=O)COc2ccc(Cl)cc2)C(c2ccccc2)c2cc(Br)ccc2N1 (stereo not given) | 109 | 0.7
COc1cc(NC(=O)CSc2nc3ccccc3nc2Cc2ccccc2OC)cc(OC)c1 | 104 | -0.4
CCn1c(SCC(=O)Nc2ccc(C)cc2Br)nnc1-c1nonc1NC(C)=O | 102 | -0.9
COC(=O)c1c(NC(=O)/C=C/c2ccccc2)sc2c1CCCC2 | 108 | 0.5
O=C(NCCC1=CCCCC1)c1ccc2cn[nH]c2c1 | 101 | 0
Cc1ccc(NC(=O)C2CCCN(S(=O)(=O)c3cn(C(C)C)cn3)C2)c(C)c1 (stereo not given) | 97 | -2.1
Cc1ccc(C)c(NC2(C#N)CCCCC2)c1 | 103 | 0.7
Cc1ccc(CNC(=O)C2CCC(CNS(=O)(=O)c3ccc(C)cc3)CC2)cc1 (stereo not given) | 109 | 0.7
CSc1nc(-c2ccc(Cl)cc2)nn1C(C)=O | 99 | -0.4
CCOc1nc(OCC)nc(-n2cc(-c3ccccc3)nn2)n1 | 108 | 0.7
COc1ccc(Br)cc1CNC(=O)CCc1cn(Cc2ccc(C)cc2)c2ccccc12 | 112 | 1.1
O=S(=O)(c1cccc2nsnc12)N1CCC(O)(c2cccc(C(F)(F)F)c2)CC1 | 100 | -1.1
Cc1nn(-c2ccccc2)c(C)c1C(=O)OCC(=O)N(C)C1CCS(=O)(=O)C1 (stereo not given) | 95 | -1
O=C(c1ccco1)c1cn(Cc2ccccc2)c2ccccc12 | 102 | 0.2
CC1=C(c2ccc(C(C)C)cc2)S(=O)(=O)NC1=NCCCN1CCN(c2ccccc2F)CC1 | 107 | 0

Part of the list above, as labelled records:
> CCC1CCc2nc3sc(C(=O)Nc4cccc(F)c4)c(N)c3cc2C1 (stereo not given)
  PV pol inh: 112; PV pol inh FP z-score: 0.2

> CCN1C(=O)CC(NCc2ccc3c(c2)OCO3)C1=O (stereo not given)
  PV pol inh: 102; PV pol inh FP z-score: 0.9

Not all compounds are listed; rates above refer to the full screens.
